# Assay outcomes: PubChem BioAssay, Broad Institute
# STK33 kin inh: STK33 kinase inhibitors, primary screen, biochemical, luminescence, ADP-Glo, MBP substrate; inhibition, % at 12.5 µM; 27,000 compounds, 0.44% hits; AID 2322, 2010; Serine/threonine-protein kinase 33 (Homo sapiens), Q9BYT3; in the data active = inhibition above about 20%
# Target sequence (Q9BYT3 whole entry, looked up): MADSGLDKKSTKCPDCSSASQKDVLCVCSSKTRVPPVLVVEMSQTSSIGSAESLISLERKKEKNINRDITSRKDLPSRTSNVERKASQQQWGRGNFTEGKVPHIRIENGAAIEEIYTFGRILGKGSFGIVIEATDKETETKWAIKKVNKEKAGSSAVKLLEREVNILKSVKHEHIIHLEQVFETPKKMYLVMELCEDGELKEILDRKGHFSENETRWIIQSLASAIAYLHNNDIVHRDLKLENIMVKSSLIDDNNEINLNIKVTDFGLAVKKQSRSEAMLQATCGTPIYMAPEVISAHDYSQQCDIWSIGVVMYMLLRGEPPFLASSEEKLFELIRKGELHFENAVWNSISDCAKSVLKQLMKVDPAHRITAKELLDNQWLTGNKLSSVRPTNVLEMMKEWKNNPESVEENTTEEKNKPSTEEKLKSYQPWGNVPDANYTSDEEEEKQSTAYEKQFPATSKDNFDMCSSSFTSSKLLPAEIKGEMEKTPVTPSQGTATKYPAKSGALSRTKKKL
# p53 PUMA act: mutant p53 pathway re-activators, primary screen, cell-based, SW480, luciferase, single point, HTS | SW480 PUMA-promoter luciferase, p53 mutant reactivation | activation, % at 9.98 µM | 28,000 compounds, 1.5% hits; in the data active = activation above about 52%
# Starred values were filed as active, the others as inactive; nt = not tested or not shown.
SMILES,STK33 kin inh,p53 PUMA act
Cc1noc(C)c1NC(=O)Nc1ccc2c(c1)C(=O)N([C@H](C)CO)C[C@@H](C)[C@H](CN(C)S(=O)(=O)c1cn(C)cn1)O2,0.1,nt
COc1cccc(NC(=O)N(C)C[C@H]2Oc3cc(-c4cccc(C(=O)N(C)C)c4)ccc3S(=O)(=O)N([C@H](C)CO)C[C@H]2C)c1,nt,-14.7
C[C@H](CO)N1C[C@H](C)[C@H](CN(C)S(=O)(=O)c2ccc(-c3ccccc3)cc2)OCc2cn(nn2)CCCC1=O,-2.7,nt
O=C1c2ccccc2C(=O)N1CCCc1nc2c3c4c(sc3ncn2n1)CCCCC4,-1.6,-22.3
COc1ccc(NC(=O)N(C)C[C@@H]2Oc3c(NS(=O)(=O)c4cn(C)cn4)cccc3C(=O)N([C@@H](C)CO)C[C@H]2C)cc1,nt,19.0
C[C@H]1CN([C@@H](C)CO)C(=O)c2cc(NC(=O)Cn3cnnn3)ccc2O[C@H]1CN(C)Cc1ccc(Oc2ccccc2)cc1,0.8,nt
COc1ccc(S(=O)(=O)Nc2ccc3c(c2)CC(=O)N([C@@H](C)CO)C[C@@H](C)[C@@H](CN(C)Cc2ccncc2)O3)cc1,-0.3,nt
O=C(COc1ccc2ccccc2c1Br)Nc1ccccc1C(=O)N1CCCCC1,-1.2,-2.1
Cc1ccc(-c2cc(C(F)(F)F)n3nc(C(=O)NCCCn4ccnc4)cc3n2)cc1C,-2.2,12.5
COc1ccccc1C#Cc1cnc2c(c1)C(=O)N([C@@H](C)CO)C[C@H](C)[C@H](CN(C)C(=O)CN(C)C)O2,nt,3.0
C[C@@H]1CCCCO[C@@H](CN(C)C(=O)CCC(F)(F)F)[C@@H](C)CN([C@@H](C)CO)C(=O)c2cc(NC(=O)Cc3ccccc3)ccc2O1,nt,-8.7
C[C@H](CO)N1C[C@H](C)[C@@H](CN(C)C(=O)NC2CCCCC2)Oc2ccc(NC(=O)Nc3ccc(C(F)(F)F)cc3)cc2CC1=O,nt,-50.4
O=C(CSc1nnnn1-c1ccccc1)Nc1ccc(Br)cc1Cl,-0.6,8.9
C[C@@H]1CN([C@H](C)CO)C(=O)Cc2cc(NS(=O)(=O)c3cn(C)cn3)ccc2O[C@H]1CN(C)CC1CCCCC1,-3.2,nt
O=C(O)/C=C\C(=O)Nc1ccccc1SCC(O)Cn1ccc(C(F)(F)F)n1 (centres undefined),nt,5.2
Cc1ccccc1NC(=O)CSc1nnc(-c2ccc([N+](=O)[O-])cc2)n1C,-0.9,-13.6
Nc1nc(SCC(=O)Nc2ccccc2)[nH]c(=O)c1-c1ccccc1,0.0,3.1
C[C@H]1CN([C@@H](C)CO)C(=O)CCCn2nncc2CO[C@H]1CN(C)S(=O)(=O)c1cn(C)cn1,-3.9,nt
O=C(O)CCc1cc2ccoc2cc1O[C@@H]1O[C@H](CO)[C@@H](O)[C@H](O)[C@H]1O,-13.3,2.8
Cc1noc(C)c1S(=O)(=O)Nc1ccc2c(c1)C(=O)N([C@@H](C)CO)C[C@H](C)[C@H](CN(C)C(=O)CCC(F)(F)F)OCCCC[C@@H](C)O2,nt,-9.6
CC(=O)c1cccc(NC(=O)CS(=O)(=O)c2ccccc2)c1,0.9,2.8
C[C@@H]1CCCCO[C@@H](CN(C)Cc2ccccc2)[C@@H](C)CN([C@@H](C)CO)C(=O)c2cc(N(C)C)ccc2O1,nt,0.6
C[C@@H]1CN([C@H](C)CO)C(=O)Cc2cc(NS(=O)(=O)c3ccc(F)cc3)ccc2O[C@H]1CN(C)S(C)(=O)=O,-1.6,nt
CCc1ccc2[nH]c(C(=O)Nc3ccccc3C(C)CC)cc2c1 (centres undefined),nt,4.3
Cc1ccc(-c2noc(CN(C(=O)c3ccccc3-c3ccccc3)C(C)C)n2)cc1,0.4,-22.5
Cc1ccc(C(=O)Nc2ccccc2C(=O)NCc2ccco2)cc1[N+](=O)[O-],11.5,2.0
COc1ccc(CN(C)C[C@H]2Oc3ccc(NC(=O)Cc4cn(C)c5ccccc45)cc3CC(=O)N([C@H](C)CO)C[C@H]2C)cc1,-0.6,-4.8
Cc1cc(C)cc(NC(=O)CSC2CC(=O)N(c3ccc(F)cc3)C2=O)c1 (centres undefined),1.1,-8.7
C[C@@H]1CN([C@@H](C)CO)C(=O)c2cc(NC(=O)Nc3ccccc3)ccc2O[C@@H](C)CCCCO[C@@H]1CN(C)C(=O)C1CCCCC1,nt,1.2
C[C@@H]1CN([C@H](C)CO)C(=O)Cc2cc(NC(=O)Nc3cccc4ccccc34)ccc2O[C@H]1CN(C)C(=O)Nc1ccccc1,1.9,nt
COc1ccc(NC(=O)Nc2ccc3c(c2)CC(=O)N([C@H](C)CO)C[C@@H](C)[C@@H](CN(C)C(=O)Nc2ccc(F)cc2)O3)cc1,3.9,nt
Cc1ccc(S(=O)(=O)N(C)C[C@@H]2Oc3ncc(-c4cccc(C(F)(F)F)c4)cc3C(=O)N([C@H](C)CO)C[C@@H]2C)cc1,8.6,-9.9
O=S(=O)(N[C@@H]1CCCN(Cc2cccc(OCCO)c2)C1)c1ccc(Cl)c(Cl)c1,-0.1,nt
Cc1cc(OCC(=O)Nc2cccc(-c3nc4ccccc4o3)c2C)cc(C)c1Cl,3.1,-3.8
C[C@H](CO)N1C[C@H](C)[C@H](CN(C)Cc2ccc(-c3ccccc3)cc2)Oc2ccc(NC(=O)Cc3cn(C)c4ccccc34)cc2C1=O,4.6,nt
O=[N+]([O-])c1nn(-c2ccc(Cl)cc2)n(O)c1=NCc1ccccn1,1.2,21.9
C[C@@H]1CN([C@@H](C)CO)C(=O)Cc2cc(NC(=O)c3ccncc3)ccc2O[C@H]1CN(C)C(=O)Nc1ccc(F)cc1,nt,2.6
COc1ccc(N2Cc3ccccc3C3(CCOCC3)C2=N)cc1,-4.3,nt
CC(C)NC(=O)Nc1ccc2c(c1)CC(=O)N([C@H](C)CO)C[C@@H](C)[C@@H](CN(C)CC1CC1)O2,-1.6,3.1
Cc1noc(C)c1S(=O)(=O)Nc1ccc2c(c1)C(=O)N([C@H](C)CO)C[C@H](C)[C@H](CN(C)CC1CC1)OCCCC[C@@H](C)O2,nt,6.8
CC(=O)Nc1ccc(OCC(O)CNC(C)C)cc1 (centres undefined),-0.1,-1.5
COc1cc([N+](=O)[O-])ccc1NC(=O)CN(C)S(=O)(=O)c1ccccc1,-1.0,17.5
C[C@@H]1CN([C@H](C)CO)C(=O)Cc2cc(NC(=O)Cn3cnnn3)ccc2O[C@@H]1CN(C)C(=O)Nc1ccccc1,2.0,5.2
C[C@@H]1CN([C@@H](C)CO)C(=O)Cc2cc(NC(=O)C3CC3)ccc2O[C@@H]1CN(C)C(=O)Nc1ccc2c(c1)OCO2,3.9,nt
O=C(CSC1CC(=O)N(c2ccccc2)C1=O)Nc1ccccc1F (centres undefined),-1.4,2.5
CCCC(=O)Nc1ccc2nc(SCc3ccccc3C#N)sc2c1,0.6,35.0
CC1(C)CC[C@@]2(C(=O)O)C(C1)C1=CCC3[C@@]4(C)CC[C@H](O[C@@H]5O[C@H](C(=O)O)[C@@H](O[C@H]6OC[C@](O)(CO)[C@H]6O)[C@H](O)[C@H]5O)C(C)(C)C4CC[C@@]3(C)[C@]1(C)C[C@H]2O (some centres undefined),-3.0,-3.2
C[C@@H]1CN([C@@H](C)CO)C(=O)Cc2cc(NC(=O)Cn3cnnn3)ccc2O[C@@H]1CN(C)Cc1ccc(-c2ccccc2)cc1,0.4,nt
C[C@@H]1CN([C@@H](C)CO)C(=O)c2cc(NC(=O)Cc3cn(C)c4ccccc34)ccc2O[C@@H]1CN(C)S(=O)(=O)c1ccc(F)cc1,-2.7,nt
Cc1noc(C)c1NC(=O)N(C)C[C@@H]1OCCCC[C@H](C)Oc2ccc(NC(=O)c3ccncc3)cc2C(=O)N([C@@H](C)CO)C[C@H]1C,nt,4.0
C[C@@H]1CCCCO[C@@H](CN(C)C)[C@H](C)CN([C@@H](C)CO)C(=O)c2cc(NS(=O)(=O)c3cn(C)cn3)ccc2O1,nt,3.1
C[C@H](CO)N1C[C@H](C)[C@H](CN(C)Cc2ccc(C(=O)O)cc2)Oc2ccc(NC(=O)Nc3ccc(F)cc3)cc2CC1=O,-2.1,-2.2
CC12CCCCC1(O)N(O)C(C(=O)c1ccccc1)=N2 (centres undefined),nt,-6.4
COc1ccc(NC(=O)Nc2ccc3c(c2)CC(=O)N([C@H](C)CO)C[C@H](C)[C@H](CN(C)C(=O)Nc2ccc(OC)cc2)O3)cc1,3.5,nt
CCn1cc(CN(C)C(=S)Nc2ccc(OC)c(OC)c2)c(C)n1,1.6,-0.1
C[C@@H]1CCCCO[C@@H](CN(C)C(=O)Nc2ccc3c(c2)OCO3)[C@@H](C)CN([C@H](C)CO)C(=O)c2cc(NC(=O)Nc3cccc4ccccc34)ccc2O1,-0.5,nt
Cc1ccc(CC(CC(=O)O)C(=O)Nc2cc(C)ccc2C)cc1 (centres undefined),-4.7,1.0
CC(C)NC(=O)N(C)C[C@H]1Oc2ncc(C#Cc3ccncc3)cc2C(=O)N([C@@H](C)CO)C[C@@H]1C,nt,25.2
C[C@H](CO)N1C[C@H](C)[C@H](CN(C)Cc2ccc3cccnc3c2)OCc2cn(nn2)CCCC1=O,4.2,-3.1
C[C@@H]1CN([C@H](C)CO)S(=O)(=O)c2ccc(-c3ccc(F)cc3)cc2O[C@H]1CN(C)C,nt,3.8
# Carrying on.
SMILES,STK33 kin inh,p53 PUMA act
C[C@@H]1CCCCO[C@@H](CN(C)Cc2ccc(C(F)(F)F)cc2)[C@@H](C)CN([C@H](C)CO)C(=O)c2cc(NS(=O)(=O)c3cccs3)ccc2O1,3.7,nt
COCCOC(=O)N1C(=O)[C@@]2(c3cc(C#CCC(C(=O)OC)C(=O)OC)ccc31)[C@H](c1ccc(OCCO)cc1)N1[C@H](c3ccccc3)[C@H](c3ccccc3)OC(=O)[C@H]1[C@@H]2C(N)=O,5.7,nt
CCOC(=O)c1c(NC(=S)Nc2cnccn2)sc2c1CCCCCC2,-1.4,-14.1
COC(=O)c1cccc(NC(=O)CSc2nnc(-c3cc(OC)cc(OC)c3)o2)c1,0.1,23.6
CNC[C@@H]1Oc2ccc(NC(=O)Nc3ccc(F)cc3)cc2C(=O)N([C@@H](C)CO)C[C@H]1C,1.9,-1.2
Cc1ccc(-n2c(SCC(=O)Nc3ccc(Br)cc3)nnc2-c2cccs2)cc1,2.4,-18.4
COC(=O)c1ccc(NC(=O)CSc2nc(-c3ccccc3)cc(=O)[nH]2)cc1,4.4,3.6
COc1cc(OC)c(C2=NOC(C(=O)Nc3cccnc3)C2)cc1Cl (centres undefined),-2.6,32.9
C[C@@H]1CN([C@H](C)CO)C(=O)c2cc(NC(=O)C3CCCCC3)ccc2O[C@H]1CN(C)C(=O)Nc1ccccc1,-4.0,nt
CCCCC[C@@H](O)CC(=O)CCc1ccc(O)c(OC)c1,-7.4,-3.6
COc1ccc(S(=O)(=O)Nc2cccc3c2O[C@@H](CN(C)Cc2ccncc2)[C@H](C)CN([C@H](C)CO)C3=O)cc1,nt,4.3
O=C(Nc1ccccc1)C1=C[C@@H](c2ccc3c(c2)Cc2ccccc2-3)C[C@@H](OCCCCO)O1,1.9,nt
COc1ccc(NC(=O)Nc2ccc3c(c2)C(=O)N([C@H](C)CO)C[C@H](C)[C@H](CN(C)C(=O)CCCN(C)C)OCCCC[C@H](C)O3)cc1,nt,2.4
COc1ccc(CN(C)C[C@@H]2Oc3ccc(NC(=O)Cn4cnnn4)cc3C(=O)N([C@@H](C)CO)C[C@H]2C)cc1,nt,-5.1
COc1ccccc1S(=O)(=O)N(C)C[C@H]1Oc2ncc(-c3ccc(C)cc3)cc2C(=O)N([C@@H](C)CO)C[C@H]1C,nt,5.1
COc1cc2ccc(=O)oc2cc1OCC=C(C)C,-5.3,9.3
Cc1c(NC(=O)CN(c2cc(Cl)c(Cl)cc2Cl)S(C)(=O)=O)cccc1[N+](=O)[O-],-0.8,-6.1
CCCC#Cc1ccc2c(c1)O[C@H](CN(C)Cc1cncnc1)[C@@H](C)CN([C@H](C)CO)S2(=O)=O,nt,-7.8
CN1C(=O)c2ccccc2NC(=O)/C1=C\c1ccccc1,0.8,10.9
NC(=O)c1ccc(-n2c(CCC(=O)O)ccc2-c2ccccc2)cc1,-0.3,-2.2
Cc1cccc(CSc2nc3c(c(=O)[nH]2)C(C(C)C)C2=C(CC(C)(C)CC2=O)N3)c1 (centres undefined),nt,-5.4
C[C@H]1CN([C@@H](C)CO)C(=O)c2cccc(NC(=O)C3CCOCC3)c2O[C@H]1CN(C)C(=O)Nc1ccc(F)cc1,nt,5.7
C[C@@H]1CCCCO[C@@H](CN(C)Cc2ccc(C(F)(F)F)cc2)[C@@H](C)CN([C@H](C)CO)C(=O)c2cc(NS(=O)(=O)c3ccc(F)cc3)ccc2O1,1.2,nt

# 7 of the compounds above, with values under each structure.
# Below each SMILES – STK33 kin inh, p53 PUMA act
> CNC[C@@H]1Oc2ccc(NC(=O)Nc3ccc(F)cc3)cc2C(=O)N([C@@H](C)CO)C[C@H]1C
→ 1.9, -1.2
> Cc1ccc(-n2c(SCC(=O)Nc3ccc(Br)cc3)nnc2-c2cccs2)cc1
→ 2.4, -18.4
> COC(=O)c1ccc(NC(=O)CSc2nc(-c3ccccc3)cc(=O)[nH]2)cc1
→ 4.4, 3.6
> COc1cc(OC)c(C2=NOC(C(=O)Nc3cccnc3)C2)cc1Cl (centres undefined)
→ -2.6, 32.9
> C[C@@H]1CN([C@H](C)CO)C(=O)c2cc(NC(=O)C3CCCCC3)ccc2O[C@H]1CN(C)C(=O)Nc1ccccc1
→ -4.0, nt
> CCCCC[C@@H](O)CC(=O)CCc1ccc(O)c(OC)c1
→ -7.4, -3.6
> COc1ccc(S(=O)(=O)Nc2cccc3c2O[C@@H](CN(C)Cc2ccncc2)[C@H](C)CN([C@H](C)CO)C3=O)cc1
→ nt, 4.3

# A portion of the library; the hit share may differ from the screen's.
